Screens deposited in PubChem BioAssay by National Center for Advancing Translational Sciences (NCATS).
Eya2 inh – inhibitors of human Eya2 phosphatase activity. 330,000 tested, 0.006% active. Potency, µM (highest dose often 76.9 µM), for inactives: at the highest dose activity, negative = inhibition, hits mostly inhibitors. O00167. recombinant Eya2, OMFP fluorescence dephosphorylation (OMFP is methylfluorescein phosphate); further: potency means the concentration at half of the fitted maximal effect; on the % scale 0 is the no-effect control and ±100 the full control effect
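Eya2 protein (added as 0.2 uM solution) was preincubated with compound for 10 min at ambient temperature in 50 mM HEPES pH 7.5, 50 mM NaCl, 5 uM MgCl2, 0.05% BSA, 1 mM DTT. OMFP (added at 50 uM) then reacted 10 min; fluorescence read at 485/525 nm.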
USP2a block – USP2a (human) protease inhibition; USP2 core, Ub-CHOP2 coupled fluorogenic reporter, 485/531; 330,000 tested, 0.01% active; Potency, µM (titrated, usually from 38.3 µM), for the others: at the top dose activity change, negative = inhibition, actives largely listed as inhibitors; O75604;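 further: potency means the concentration at half of the fitted maximal effect; plate controls were DMSO wells for no effect and full inhibition by NEM control for full effect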
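USP2 core (10nM final) preincubated 30min RT with compound in 20mM Tris-HCl pH 8.0, 2mM CaCl2, 2mM beta-mercaptoethanol, 0.05% CHAPS; 25nM Ub-CHOP2 plus 25nM reporter substrate added, fluorescence (Ex485/Em531) read after 60min.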
Mito fusion act – inhibitors of mitochondrial division or activators of mitochondrial fusion; S. cerevisiae fusion-defective mutant growth rescue, CellTiterGlo 48 h; Potency, µM (highest dose often 46.1 µM), inactives show top-dose growth rescue (activation), hits mostly activators; 320,000 tested, 0.23% active; AID 485298;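 further: potency means the concentration at half of the fitted maximal effect; % of control where 0% means no effect; nearly all actives have a fitted effect of over 45% in size; temperature-sensitive fusion mutants such as fzo1-1 at 37 °C on non-fermentable ethanol glycerol medium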
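Luminescent cell viability in 1536-well qHTS format served as the measure of rescued growth in ts fusion-mutant S. cerevisiae cultured on non-fermentable YPEG for 48 hours at 37C.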
TCR activator – activates T cell receptor signaling; AID 504894; 330,000 tested, under 10 active; Potency, µM (doses to about 9.22 µM), inactives show at the top dose activation of IL-2 secretion, actives largely listed as activators; primary human leukocytes, anti-CD3, IL-2 HTRF, 48 h; further: % of control where 0% means no effect
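Primary human leukocytes receive a-CD3 beads and test compound and are incubated 48 hr. Secreted IL-2 is then assayed by HTRF, measuring 665nm acceptor emission after 320nm excitation of the europium donor.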
uPA surface inh – inhibitors of cell surface uPA generation; cell surface uPA generation assay, qHTS; 330,000 tested, 0.31% active; Potency, µM (top dose mostly 38.3 µM), inactives show top-dose activity change, negative = inhibition, most hits filed as inhibitors; AID 540303; active means well fitted inhibition curve with a large enough effect; inconclusive means small, poorly fitted or top-dose-only effect; inactive means no such curve, though single readings can be large or run the other way; tested in mouse RAW 264.7 cells; further: potency means the concentration at half of the fitted maximal effect; on the % scale 0 is the no-effect control and ±100 the full control effect; nearly all actives have a fitted effect of over 55% in size
ELG1 repair inh – ELG1-dependent DNA repair inhibition | AID 504467 | 330,000 tested, 2.3% active | HEK293T ELG1-luciferase reporter, luminescence, 16 h; DNA damage induced by 5-fluorouridine | Potency, µM (titrated, usually from 46.1 µM), for the others: at the top dose activity change, negative = inhibition, most hits filed as inhibitors; further: potency means the concentration at half of the fitted maximal effect; on the % scale 0 is the no-effect control and ±100 the full control effect; nearly all actives have a fitted effect of over 55% in size
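Step one: seed 2,000 cells per well. Step two: pin-transfer compound or DMSO alongside 5-fluorouridine. Step three: incubate 16 hr, 37 °C, 5% CO2. Step four: add ONE-Glo, wait 30 min, read luminescence.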
TSG101-PTAP inh – blocks PTAP/TSG101 interaction to inhibit HIV-1 budding. Q99816. Fluorescence polarization, FITC-PTAP peptide / Tsg101 binding. Potency, µM (titrated, usually from 115 µM), for inactives: at the top dose activity change, negative = inhibition, actives largely listed as inhibitors. 340,000 tested, under 10 active. AID 493005; active means well fitted inhibition curve with a large enough effect in the main read-out, with a control signal flat, not every such curve was filed as active; inconclusive means small, poorly fitted or top-dose-only effect, or effect the other way, or a change in a side signal; inactive means no such curve, though single readings can be large or run the other way; further: potency means the concentration at half of the fitted maximal effect; % of control where 0% means no effect
Target sequence (Q99816 whole entry, looked up): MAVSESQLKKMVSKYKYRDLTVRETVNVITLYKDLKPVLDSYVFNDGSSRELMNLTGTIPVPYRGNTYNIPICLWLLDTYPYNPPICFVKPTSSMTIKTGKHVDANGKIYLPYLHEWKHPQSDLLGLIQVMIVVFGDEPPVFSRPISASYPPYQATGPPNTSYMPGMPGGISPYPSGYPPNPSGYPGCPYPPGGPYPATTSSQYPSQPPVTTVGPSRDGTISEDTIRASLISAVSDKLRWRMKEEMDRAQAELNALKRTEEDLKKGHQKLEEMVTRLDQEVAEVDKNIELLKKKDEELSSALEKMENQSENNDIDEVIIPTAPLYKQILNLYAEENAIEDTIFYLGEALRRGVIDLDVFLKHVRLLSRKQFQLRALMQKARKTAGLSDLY
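FP read-out: FITC-PTAP peptide, 50 nM final, binding Tsg101 binding domain, 10 uM final; 20 min, r.t.; 10 mM HEPES pH 7.5, 0.15 M NaCl, 0.01% Tween 20, 3 mM EDTA, 0.1 mM TCEP.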
TSHR antag – human thyrotropin receptor antagonism. TSHR-expressing cells, TSH-stimulated cAMP HTRF, 2 h; hits give low values. activity change, negative = inhibition, % at 11.5 µM. P16473. 330,000 tested, 0.2% active;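 active means activity change below a set negative limit, meaning inhibition stronger than a set level, cut at about -70% in these data; inconclusive means activity change between two set negative limits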; further: on the % scale 0 is the no-effect control and ±100 the full control effect
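Competitive HTRF cAMP read-out (cryptate anti-cAMP antibody, cAMP-d2; 30 min, room temperature) in freshly harvested TSHR cells. Compounds added before TSH at EC80 (4nM final), followed by 2 hours' incubation at 37 deg C.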
B2AR arrestin – recruits beta-arrestin to the human beta2-adrenergic receptor; AID 492947; 330,000 tested, 0.02% active; P07550; Potency, µM (top dose mostly 46.1 µM), without a hit: top-dose activation, hits mostly activators; beta-arrestin recruitment to beta2AR, cell-based reporter;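 further: potency means the concentration at half of the fitted maximal effect; 0% = DMSO controls and full agonism = EC100 isoproterenol or metaproterenol; nearly all actives have a fitted effect of over 65% in size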
Tb PFK inh – blocks T. brucei phosphofructokinase | O15648 | T. brucei PFK, ADP-Glo luminescence | Potency, µM (doses to about 57.5 µM), for inactives: top-dose activity, negative = inhibition, hits mostly inhibitors | 330,000 tested, 0.17% active;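 further: potency means the concentration at half of the fitted maximal effect; 0% = uninhibited 1x PFK enzyme wells and -100% = no-enzyme wells; nearly all actives have a fitted effect of over 60% in size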
Target sequence (O15648 whole entry, looked up): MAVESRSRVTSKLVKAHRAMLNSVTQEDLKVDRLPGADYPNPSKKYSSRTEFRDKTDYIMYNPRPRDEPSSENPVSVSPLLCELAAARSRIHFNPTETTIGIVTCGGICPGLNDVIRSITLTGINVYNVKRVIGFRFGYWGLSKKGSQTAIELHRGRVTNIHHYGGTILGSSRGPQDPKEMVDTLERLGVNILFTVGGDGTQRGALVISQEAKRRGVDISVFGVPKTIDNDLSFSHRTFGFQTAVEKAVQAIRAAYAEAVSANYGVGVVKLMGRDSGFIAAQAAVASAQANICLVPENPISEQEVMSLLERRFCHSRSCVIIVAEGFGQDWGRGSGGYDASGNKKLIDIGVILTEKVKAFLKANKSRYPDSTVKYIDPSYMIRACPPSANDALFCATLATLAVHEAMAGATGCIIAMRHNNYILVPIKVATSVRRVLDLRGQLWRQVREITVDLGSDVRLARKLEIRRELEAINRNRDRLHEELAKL
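1.25 nM PFK with 0.5 mM F6P and 0.1 mM ATP in 0.1 M TEA pH 8.0, 5 mM MgCl2, incubated 45 min at room temperature; ADP measured by ADP-Glo luminescence; compounds titrated up to 57 uM.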
Chronic BCR inh – inhibitors of chronic active B-cell receptor signaling; ABC-DLBCL IkBa-CBG/CBR reporter, luminescence ratio, 4 h; Potency, µM (highest dose often 46.1 µM), for the others: top-dose ratio change, negative = lower green/red ratio, usual class: inhibitors; 340,000 tested, 0.05% active; active means well fitted inhibition curve with a large enough effect in the signal ratio, with a control signal flat, not every such curve was filed as active; inconclusive means small, poorly fitted or top-dose-only effect, or effect the other way, or a change in a side signal; the % refers to the signal ratio;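 further: potency means the concentration at half of the fitted maximal effect; plate controls were basal doxycycline-induced cells for no effect and cells given 10 µM MG132 for full effect; MG132 reads +100%, hits lower the ratio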
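Concentration-response series (up to 46 uM) were applied to TMD8 dual-reporter cells for 4 h at 37C with doxycycline. Green/red ratio, after filter-overlap correction, defined %Activity; red signal alone was normalised to basal cells and zero luminescence.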
Numbers without * were called inactive; u = inconclusive; x = no result given; [ ] = dose if it differs, or a comment. Unless noted, the call rests on the fitted dose curve; in most records, active means well fitted curve in the direction sought with a large enough effect; inconclusive means small, poorly fitted or top-dose-only effect, or another doubt; inactive means no such curve, though single readings can be large; an effect the other way counts as inactive or inconclusive.

SMILES	Eya2 inh	USP2a block	Mito fusion act	TCR activator	uPA surface inh	ELG1 repair inh	TSG101-PTAP inh	TSHR antag	B2AR arrestin	Tb PFK inh	Chronic BCR inh
COc1ccccc1/C=C/C1C(C(=O)OCC(C)C)=C(C)N=C2SCCC(=O)N21 (configuration not stated)	-18%	2%	1%	2%	0%	-8%	-7%	23	0.0%	0%	3%
COc1ccc2nc3c(cc2c1)c(NC(=O)c1cccs1)nn3CC(C)C	-1%	-9%	5%	-2%	7%	u	-3%	23	-0.8%	1%	u
CCOc1cccc(C(=O)Nc2ccccc2OC(F)F)c1	1%	0%	0%	2%	3%	u	1%	-5	0.2%	-14%	-1%
COC(=O)Nc1[nH]ncc1[N+](=O)[O-]	8%	3%	-3%	6%	4%	-1%	1%	-7	0.1%	-1%	3%
COc1ccc(C(=O)C2CCCN(C(=O)c3ccnn3C)C2)c(C)c1 (configuration not stated)	-1%	-1%	1%	-3%	-3%	-10%	-2%	-4	0.4%	-2%	1%
Cc1ccc(OCC(=O)N(C)CC(=O)N(CC(C)C)c2c(N)n(CC(C)C)c(=O)[nH]c2=O)c(C)c1	-16%	1%	2%	-48%	2%	u	2%	1	-0.1%	-1%	-3%
COCCC(=O)NC12CC3CC(CC(C3)C1)C2	6%	3%	0%	x	3%	20%	x	-4	0.3%	7%	1%
Cc1ccc(S(=O)(=O)c2cccc(S(=O)(=O)N3CCOCC3)c2)cc1S(=O)(=O)N1CCOCC1	3%	-2%	0%	3%	1%	-7%	-4%	5	-0.9%	1%	-8%
COC(=O)Cc1cc(=O)oc2cc(OC)ccc12	-37%	1%	0%	4%	x	u	-3%	5	0.3%	-7%	-2%
CCC(=O)NC(Nc1sc2c(c1C(=O)OC)CCN(C)C2)(C(F)(F)F)C(F)(F)F	1%	3%	-1%	5%[46.1 µM]	4%	8%	-4%	0	2.1%	5%	-8%
O=C(Nc1cc(S(=O)(=O)N2CCCCC2)ccc1N1CCCCC1)C1CC1	2%	-3%	2%	1%	1%	-23%	-2%	22	0.1%	2%	0%
COCCCN1C(=O)c2[nH]nc(-c3ccccc3O)c2C1c1ccc(Cl)cc1 (configuration not stated)	-1%	-1%	10%	8%	-9%	u	-4%	-3	u	-9%	u
CCC(CC)C(=O)Nc1cccc(C(=O)c2ccccc2)c1	-13%	-4%	0%	-3%	x	-14%	-5%	-8	0.4%	1%	u
CCCCC(=O)NC(Nc1nc(C2CC2)cs1)(C(=O)OCC)C(F)(F)F (configuration not stated)	17%	-1%	7%	-23%	3%	-17%	-1%	-3	-0.4%	-5%	u
CCOCCCNC(=O)C1CCCN(S(=O)(=O)CC)C1 (configuration not stated)	11%	5%	0%	2%	11%	15%	-3%	-8	-0.2%	0%	u
COC(=O)c1ccc(N(C(=O)CNC(=O)c2ccco2)C(C(=O)NCC2CCCO2)c2ccc(OC)c(OC)c2)cc1 (configuration not stated)	-2%	-1%	2%	3%	-4%	8%	-4%	1	3.1%	0%	5%
Cc1cccc(Nc2c([N+](=O)[O-])c(=O)oc3ccccc23)c1	11%	1%	0%	-2%	-8%	7%	0%	-1	-1.4%	-10%	-8%
COCCCNC(=O)C1CC(=O)N(CCc2ccccc2)C1 (configuration not stated)	4%	1%	-1%	8%	x	9%	-6%	1	-1.2%	-4%	-7%
Cc1cc(/C=C(\C#N)C(=O)Nc2ccc(Cl)cc2)c(C)n1-c1ccc(N2CCOCC2)c([N+](=O)[O-])c1	1%	0%	15%	-4%[46.1 µM]	-4%	u	-4%	-10	0.9%	-2%	0%
Cc1c(N=C2NN=C(c3ccc(Cl)cc3)CS2)c(=O)n(-c2ccccc2)n1C	0%	4%	19%	-17%	6%	17%	1%	-8	0.4%	-11%	u
CC(=O)N1CCc2cc(Br)cc(S(=O)(=O)N3CCC(C(=O)O)CC3)c21	0%	0%	0%	5%	2%	21%	0%	-106*	-0.1%	-10%	4%
Cc1ccn2cc(-c3cccc(NC(=O)c4ccccc4)c3)nc2c1	6%	-1%	6%	-2%[46.1 µM]	-5%	u	0%	9	-0.2%	1%	u
COc1cc2c(cc1OC)C(C)N(C(C)=O)CC2 (configuration not stated)	-7%	-1%	0%	0%[46.1 µM]	-24%	u	-2%	-1	-0.3%	1%	u
CCOC(=O)c1c(C)[nH]c2c1-c1ccccc1C(=O)C2=O	-1%	0%	-3%	-2%[46.1 µM]	5.6µM*	2.9µM*	-3%	33	-0.4%	0%	0%
CCOc1ccc(NC(=O)CCN2CCN(C)CC2)cc1	-8%	3%	0%	x	1%	-7%	-1%	-3	0.0%	-2%	1%
O=C(Nc1ccccn1)C1CCN(S(=O)(=O)c2ccc(Cl)cc2)CC1	9%	2%	5%	-29%	2%	23%	0%	-4	-0.1%	-3%	4%
COc1ccc(CNC(=O)C(=O)NCCC2CCCCN2S(=O)(=O)c2ccccc2)cc1 (configuration not stated)	0%	2%	7%	-2%	-4%	u	0%	-5	-0.2%	1%	2%
Nc1nc(CN2CCN(Cc3ccccc3)CC2)nc(N2CCCc3ccccc32)n1	-5%	4%	10%	-1%	-24%	-3%	1%	9	0.4%	u	-12%
COc1ccc(OC)c(CCNC(=O)Cn2ccc3cc(S(=O)(=O)N4CCCC4)ccc32)c1	0%	1%	-13%	-4%	-7%	u	-2%	3	-1.2%	0%	6%
CN(CCOc1ccccc1)CC(=O)Nc1cccc(C#N)c1	7%	0%	2%	-4%	1%	0%	1%	3	0.3%	0%	3%
CSCc1ccc(C(=O)NCc2ccccc2)cc1	4%	1%	1%	-6%[46.1 µM]	-2%	u	0%	6	-0.4%	-2%	u
CC(=O)c1ccc(OCC(=O)OCC(=O)N(CC(C)C)c2c(N)n(Cc3ccccc3)c(=O)[nH]c2=O)cc1	5%	-3%	-2%	-5%	4%	-4%	-1%	10	0.0%	4%	-1%
CCOCCCNC(=O)c1cn(CC(C)C)c(=O)c2c1c1ccccc1n2C	-4%	0%	4%	4%	-6%	u	-1%	-6	-0.3%	3%	10%
CNc1ccccc1C(=O)OCC(=O)c1ccccc1	3%	-1%	2%	-3%	3%	u	-4%	5	-2.2%	1%	u
COc1ccccc1NC(=O)COC(=O)c1c[nH]c2ccccc12	-3%	-2%	4%	8%	-9%	-6%	-2%	-30	-0.1%	-10%	u
Cc1ccc(N/N=C(\C#N)C(=N)N2CCCCC2)cc1	2%	0%	-4%	-1%	-7%	u	-10%	-10	-0.1%	0%	u
CC(=O)Nc1ccc(OCCC[n+]2ccccc2)cc1	-17%	2%	2%	-2%	13%	-18%	-4%	-8	-1.0%	1%	u
CC(NC(=O)COC(=O)c1cc(=O)c2ccccc2o1)c1ccccc1 (configuration not stated)	4%	2%	x	0%[46.1 µM]	0%	u	0%	5	0.4%	4%	6%
CCOC(=O)N1CCN(c2ncc(C(F)(F)F)cc2Cl)CC1	-4%	-2%	6%	-1%	3%	-12%	-1%	1	0.0%	-6%	7%
CCN1CCN(c2nc3sc4c(c3c(=O)n2-c2ccc(OC)cc2)CCCCC4)CC1	-10%	1%	-3%	-8%	x	0%	1%	36	0.3%	3%	-16%
CCNC(=O)NC(=O)C(C)OC(=O)Cc1coc2cc3c(cc12)CCC3 (configuration not stated)	u	4%	8%	-7%	-1%	u	-9%	6	0.2%	0%	-6%
CCCNC(=O)C1CCN(S(=O)(=O)c2ccc3[nH]c(=O)ccc3c2)CC1	9%	3%	-2%	6%	2%	11%	1%	9	-1.8%	2%	5%
COc1ccc(CN2C(=O)C(Cc3ccccc3)Nc3ncnc(N4CCc5ccccc5C4)c32)cc1 (configuration not stated)	-10%	1%	13%	x	x	u	x	-5	0.2%	7%	u
COc1ccc(-n2ccnc2SCC(=O)NCc2ccco2)c(OC)c1	4%	0%	6%	x	0%	-13%	-2%	-4	-1.8%	0%	3%
COCCNC(=O)C/C(C)=N/NC(=O)C(=O)NC1CCCCC1	-14%	1%	3%	0%	1%	4%	-6%	5	-0.2%	-2%	0%
